# HCMV antiviral = blocks human cytomegalovirus replication | HFF cells, HCMV-luciferase reporter, 72 h; stronger effect = lower value | activity change, negative = inhibition, % at 57.5 µM | 410,000 tested, 4.5% active; in the data active means activity change below about -60%; inconclusive means no clear call, values can overlap the other calls; inactive means above about -39%
#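 Screen run at 2 compound doses on HFFs infected with reporter HCMV, MOI 1 PFU/cell. Luciferase activity from cell lysates at 72 h post infection gave inhibition relative to buffer-only and Salinomycin wells.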
# Active calls of the source: *; ? = inconclusive. On the % scale 0 is the no-effect control and ±100 the full control effect. An excerpt; rates above refer to the full screens.
structure | HCMV antiviral
CCC(=O)N1CCC1(C)C(=O)Nc1cc(OC)ccc1OC (stereo not drawn) | 17
Cc1ccc(C(O)c2ncc(-c3cccc(C(F)(F)F)c3)[nH]2)cc1 (stereo not drawn) | 5
COc1ccc(-c2oc3c(c2C#CC2(O)CCCCC2)C(OC(C)=O)CCC3)cc1 (stereo not drawn) | -9
O=C(Nc1nnc([C@@H]2C[C@H](O)[C@@H](CO)O2)s1)c1ccc(Oc2ccccc2)cc1 | 4
COc1ccccc1-c1noc2nc(OCc3ccc(F)cc3)ccc12 | 15
COc1ccc(CN(C)C[C@H]2OCCCC[C@H](C)Oc3ccc(NC(=O)CCC(F)(F)F)cc3C(=O)N([C@@H](C)CO)C[C@@H]2C)cc1 | -27
COc1cccc(S(=O)(=O)N(C)C[C@@H]2Oc3cc(C#CCN(C)C)ccc3S(=O)(=O)N([C@H](C)CO)C[C@@H]2C)c1 | -22
COc1ccccc1Cc1c(-c2ccc(OC)c(OC)c2)nc2ccc(Br)cn12 | ?
O=C(c1ccoc1)N1CCN(c2cc(-c3ccco3)nc3cc(-c4ccccc4)nn23)CC1 | -73*
COc1ccc2cc(/C=N/NC(=O)CN(c3ccccc3OC)S(=O)(=O)c3ccccc3)c(Cl)nc2c1 | 0

structure | HCMV antiviral
CC(C)(C)OC(=O)N1CCc2onc(-c3ccc([N+](=O)[O-])cc3)c2C1=O | 2
CCOC(=O)C1=CCN(S(=O)(=O)c2ccc(F)cc2)C1c1ccccc1 (stereo not drawn) | -15
COc1ccc(S(=O)(=O)NC(=O)C2(C)CCN2C(=O)Cc2cccc3ccccc23)cc1 (stereo not drawn) | 24
CC1(C(=O)NS(=O)(=O)c2ccccc2Cl)CCN1C(=O)C1(c2ccccc2)CC1 (stereo not drawn) | -1
CC1(c2nnnn2-c2ccc3c(c2)OCCO3)CCC(=O)N1C1CCN(Cc2ccccc2)CC1 (stereo not drawn) | -14
C[C@H]1CCCCO[C@H](CN(C)C(=O)C2CCCCC2)[C@@H](C)CN([C@@H](C)CO)C(=O)c2cc(NC(=O)NC3CCCCC3)ccc2O1 | 21
CN1CCN([C@H]2CS(=O)(=O)N[C@@H]2COCc2ccccc2)CC1 | 13
COC(=O)c1ccc2nc(-c3ccc(OC)c(OC)c3)c(Cc3ccc(OC)cc3C)n2c1 | 59
Cc1ccccc1NC(=O)COC(=O)c1c(C)nn(-c2ccccc2)c1C | 12
Cc1ccn2c(NC3CCCCC3)c(-c3ccc(SC4CCCCC4)cc3)nc2c1 | ?

structure | HCMV antiviral
CC(=O)Nc1ccc(CN(C)c2c(C)nc3ccc(C(=O)NC4CCN(Cc5ccccc5)CC4)cn23)cc1 | -97*
Cc1cccc(C)c1NC(=O)C1(C)CN(S(C)(=O)=O)CC(=O)N1Cc1cccc(F)c1 (stereo not drawn) | 85
CC(C)NC(=O)C1(C)CCCCCN1C(=O)c1ccc(-c2ccccc2)cc1 (stereo not drawn) | 6
COc1ccc(C#Cc2ccc([C@H]3[C@H](CO)N4CCCCN(S(=O)(=O)c5cn(C)cn5)C[C@@H]34)cc2)cc1 | 22
Cc1ccc([C@H]2C[C@H](O)[C@@H](n3cc(-c4ccc(F)cc4)nn3)CN2C(=O)C2CCCCC2)cc1 | -21
CC(=O)c1ccc(OCC(=O)Nc2ccc3c(c2)OCO3)cc1 | 19
C[C@H]1CN([C@@H](C)CO)C(=O)CCCn2nncc2CO[C@@H]1CN(C)Cc1ccncc1 | -11
CCCCCCCCN1C(=O)[C@H](CC(=O)N2CCN(C(=O)C3CC3)CC2)C[C@@]2(C(=O)OCC)CCCC=C12 | -19
COc1ccc(CN2C(=O)C(n3c(C)ccc3C)c3ccccc32)cc1 (stereo not drawn) | -7
CCC[C@H]1[C@@H](NC(=O)Nc2cc(Cl)cc(Cl)c2)CC[C@@]23CCCN2C(=O)CCC[C@@H]13 | -27

# Part of the list above, reformatted.
CCC[C@H]1[C@@H](NC(=O)Nc2cc(Cl)cc(Cl)c2)CC[C@@]23CCCN2C(=O)CCC[C@@H]13
- HCMV antiviral = -27
Cc1ccc([C@H]2C[C@H](O)[C@@H](n3cc(-c4ccc(F)cc4)nn3)CN2C(=O)C2CCCCC2)cc1
- HCMV antiviral = -21
CCCCCCCCN1C(=O)[C@H](CC(=O)N2CCN(C(=O)C3CC3)CC2)C[C@@]2(C(=O)OCC)CCCC=C12
- HCMV antiviral = -19

# More records follow.
structure | HCMV antiviral
COCC1CCN(C(=O)c2cc(COc3ccc(F)cc3Cl)on2)C1 (stereo not drawn) | 4
CCOC(=O)[C@]12CCC=C1N(Cc1ccco1)C(=O)[C@H](CC(=O)N1CCN(C(=O)C3CC3)CC1)C2 | 16
CCc1nc2c(OCc3ccccc3OC)cccn2c1N(C)C(=O)C(C)C | -7
COc1ccc(Oc2ccc3c(-c4ccccc4F)noc3n2)c(F)c1 | 0
O=C1NC(=O)C(=Cc2ccc(Cl)cc2)C(=O)N1 | -19
O=C(NC(Cc1c[nH]c2ccccc12)C(=O)O)c1cccc(S(=O)(=O)N2CCCCC2)c1 (stereo not drawn) | 10
COCCN1C(=O)CCC1(C)C(=O)NC(C)(C)C (stereo not drawn) | 19
COC(=O)[C@]12C[C@H](CC(=O)N3CCOCC3)C(=O)N(Cc3ccccc3)C1=C[C@H](C1CCCC1)O[C@@H]2C | 11
Cc1ccc(C)n1C1C(=O)N(C)c2ccc(F)cc21 (stereo not drawn) | 26
CC(C)C[C@@H]1COc2cccc(N3CCSCC3)c2S(=O)(=O)N1 | 16

structure | HCMV antiviral
Cc1cccc(C)c1-n1nnnc1C(c1cccc2ccccc12)N1CCC(n2c(=O)[nH]c3ccccc32)CC1 (stereo not drawn) | 5
COc1ccc(-c2csc(C(O)(c3ccccc3)C(F)(F)F)n2)cn1 (stereo not drawn) | -37
CCOC(=O)[C@]12CCCC=C1N(Cc1ccc(Cl)cc1Cl)C(=O)[C@H](CC(=O)NCC13CC4CC(CC(C4)C1)C3)C2 | 7
O=C(NCc1cc(Cl)cc(Cl)c1)c1csc([C@@H]2C[C@H](O)[C@@H](CO)O2)n1 | -2
Cc1ccccc1NC(=O)Nc1nc(C2CCC(=O)N2)cs1 (stereo not drawn) | 3
CCCCCC(=O)N1C[C@@H](n2cc(-c3ccc(F)cc3)nn2)[C@H](O)C[C@@H]1c1ccc(OC)cc1 | 5
CCN(CC)CCC(=O)N1c2ccccc2Sc2ccc(C(F)(F)F)cc21 | -85*
CC1=C(n2c(=O)c(-c3ccccc3)nc3ccccc32)C(=O)Nc2ccccc2N1 | 17
CCCCNC(=O)C[C@@H]1C[C@@]2(C(=O)OC)CCCCC=C2N(CCC2=CCCCC2)C1=O | 6
CC(=O)Nc1ccccc1Nc1nc(NCCO)nc(N2CCCC2)n1 | -5

structure | HCMV antiviral
Nc1ccn([C@@H]2O[C@H](CNC(=O)[C@@H](Cc3cn(COCc4ccccc4)cn3)NC=O)[C@@H](O)[C@H]2O)c(=O)n1 | -3
O=C(NCCO)c1cccc(-c2cnc3c(Nc4cccc(OC(F)(F)C(F)F)c4)nccn23)c1 | -13
CS(=O)(=O)c1ccc(C2=C(CNC(=O)c3cccnc3)[C@H]3CC[C@@H](C2)N3Cc2ccco2)cc1 | -10
CCCC(=O)N1CCC1(C)C(=O)Nc1ccc2c(c1)CCN2C(C)=O (stereo not drawn) | -20
O=C(Nc1c(F)c(F)c(F)c(F)c1F)c1ccc(Br)o1 | 22
OC[C@H]1O[C@@H](c2nc(-c3ccc(CN4CCOCC4)cc3)no2)[C@H](O)[C@@H](O)[C@H]1O | 13
CC1(C(=O)NS(=O)(=O)c2ccccc2Cl)CCN1C(=O)CCc1cccs1 (stereo not drawn) | 21
Cc1cc(C(=O)COC(=O)Cc2c(F)cccc2Cl)c(C)n1C | 9
O=C1c2ccccc2C(c2nnnn2-c2ccc3c(c2)OCCO3)N1Cc1ccccc1 (stereo not drawn) | -5
CCCCN1C(=O)C(CC(=O)NCCN2CCOCC2)CC(C(=O)N(C(C)C)C(C)C)=C1C (stereo not drawn) | 14

# The closing six entries of the section above are carried over, then new ones follow:
structure | HCMV antiviral
O=C(Nc1c(F)c(F)c(F)c(F)c1F)c1ccc(Br)o1 | 22
OC[C@H]1O[C@@H](c2nc(-c3ccc(CN4CCOCC4)cc3)no2)[C@H](O)[C@@H](O)[C@H]1O | 13
CC1(C(=O)NS(=O)(=O)c2ccccc2Cl)CCN1C(=O)CCc1cccs1 (stereo not drawn) | 21
Cc1cc(C(=O)COC(=O)Cc2c(F)cccc2Cl)c(C)n1C | 9
O=C1c2ccccc2C(c2nnnn2-c2ccc3c(c2)OCCO3)N1Cc1ccccc1 (stereo not drawn) | -5
CCCCN1C(=O)C(CC(=O)NCCN2CCOCC2)CC(C(=O)N(C(C)C)C(C)C)=C1C (stereo not drawn) | 14
COc1ccccc1N1CCN(c2ccc3c(c2)S(=O)(=O)c2cccc(C(=O)NCc4ccc(F)cc4)c2C3=O)CC1 | 15
CCC(c1nc2ccccc2[nH]1)n1c(-c2cnccn2)nc2ccccc21 (stereo not drawn) | -7
CCCCNC(=O)C1c2ccccc2OCC(=O)N1CCc1ccccc1 (stereo not drawn) | 2
Cc1sc2ccccc2c1CNC[C@H]1O[C@@H](n2ccc(N)nc2=O)[C@H](O)[C@@H]1O | 11
CCCCNC(=O)C1(C)CCCCN1C(=O)c1ccno1 (stereo not drawn) | -5
CCCCCc1c(-c2ccc(Br)cc2)ncn1CCc1ccccc1OC | -104*
COc1ccc2c3c(n(C)c2c1)[C@@H](CO)N(C(=O)Cc1ccccn1)CC31CCN(C)CC1 | 0
Cc1c(N2CCCCC2)[nH]c2ccccc12 | -6
OCc1ccc(-c2ccc3nccn3c2)cc1 | 24
O=C(NCc1ccccc1)c1cc(C2CCCCN2C(=O)c2cccs2)on1 (stereo not drawn) | 5

structure | HCMV antiviral
CCOC(=O)C1(C)CCCN(C(=O)c2ccc3ccccc3c2)C1 (stereo not drawn) | -2
CC(=O)NCCNc1nc2cc(-c3ccc4c(ccn4C)c3)sc2c(=O)n1C | 73
CCc1ncc(C(O)c2ccc(Cl)cc2)n1Cc1ccccc1 (stereo not drawn) | ?
CC(C)c1cccc(C(C)C)c1NC(=O)OC1CCCCC1 | -25
Cc1cccc(C)c1NC(=O)C(C1CC1)n1c(-c2ccc(-c3ccccc3)cc2)nc2ccccc21 (stereo not drawn) | -18
COc1ccc(Cc2c(-c3ccc(C)cc3)nc3c(C)cc(Br)cn23)c(C)c1 | 36
OC(c1ccccc1)c1nc(-c2ccc(F)c(Cl)c2)cs1 (stereo not drawn) | 0
COCc1cccc(-c2csc(C(O)c3ccccc3)n2)c1 (stereo not drawn) | -21
Cc1cc2c(cc1C)-c1nnnn1C(N1CCCC1)C(=O)N2 (stereo not drawn) | 94
Cc1cccc(CN2CCN([C@@H]3CS(=O)(=O)N[C@H]3COCc3ccccc3)CC2)c1 | -6

structure | HCMV antiviral
O=C(Nc1ccc(F)c(Cl)c1)C1Cc2c(-c3ccco3)ccnc2O1 (stereo not drawn) | ?
CCOC(=O)[C@]12CCCC=C1N(Cc1cccc3ccccc13)C(=O)[C@H](CC(=O)NCC1CCCCC1)C2 | ?
CCCc1nc2c(C)cc(Br)cn2c1Cc1ccccc1OC | 16
COc1cccc(-c2cc3c(Nc4cccc(NC(C)=O)c4)nccc3n2C)c1 | -19
CC(=O)Oc1ccc(Cn2c(C)c(C(=O)N(C)Cc3ccc(F)cc3)sc2=O)cc1 | -3
CCC/C=C/c1ccc(CN2C(C)C(=O)N(Cc3cn(CC4CCCCC4)nn3)CCS2(=O)=O)cc1 (stereo not drawn) | 4
CN(C)c1ccc(CNC(=O)c2cnc(N3CCN(Cc4cccc(C(F)(F)F)c4)C3=O)o2)cc1 | -14
CC(C)Oc1ccc(F)cc1-c1cc(C(=O)NCc2ccc(C(F)(F)F)cc2)[nH]n1 | 45
CC(=O)c1ccc(-c2ccccc2C2=CC(=O)CC(C)(C)C2=O)cc1 | -18
OCC1OC(c2ccc(O)cc2O)C(O)C1O (stereo not drawn) | -15

structure | HCMV antiviral
CN(CCCn1cnc2c(OCc3ccccc3)ncnc21)Cc1ccco1 | 31
COc1ccc(OC(=O)N(C)C[C@H]2OCc3cnnn3CCCC(=O)N([C@@H](C)CO)C[C@@H]2C)cc1 | -35
CCSCCCn1[nH]c2ccccc2c1=O | -6
C[C@@H](O)CNC(=O)c1[nH]cnc1C(=O)Nc1cccc(Cl)c1 | -30
CN(C)Cc1cn(CC[C@@H]2CC[C@@H](NC(=O)Nc3ccccc3F)[C@@H](CO)O2)nn1 | 3
CC(C)c1cc(C(F)(F)F)nc(NNc2nc(C(C)C)cc(C(F)(F)F)n2)n1 | -16
C[C@@H]1CN([C@@H](C)CO)C(=O)c2cc(Br)cnc2O[C@H]1CN(C)C(=O)Nc1ccc(F)cc1 | 18
FC(F)C(F)(F)Oc1cccc(Nc2nccn3c(-c4cccc5cccnc45)cnc23)c1 | -11
c1ccc(Nc2ccc(NCCc3c[nH]c4ccccc34)cc2)cc1 | 25
Cc1nc2ccc(C(=O)NC(C)(C)C)cn2c1N(C)C(=O)CCc1ccccc1 | -5

structure | HCMV antiviral
CN(C)c1ccc(C=Cc2ccnc3c(O)cccc23)cc1 | -99*
C[C@@H](c1ccccc1)N1C[C@H](COCc2ccccc2)Oc2cc(N3CCC[C@@H]3CO)ccc2S1(=O)=O | 7
Cc1ccc(NC(=O)OC[C@@H]2CSCCS(=O)(=O)N2)cc1 | 17
CC(C)Oc1cccc(C(=O)Nc2nnc([C@H]3C[C@H](O)[C@@H](CO)O3)s2)c1 | 30
Cn1nc(C(C)(C)C)cc1C(=O)N1CCCC(C)(C(=O)NS(=O)(=O)C2CC2)C1 (stereo not drawn) | 15
CCOC(=O)[C@]12CCCC=C1N(CCC1=CCCCC1)C(=O)[C@H](CC(=O)NCCC(C)C)C2 | -7
CC1(C(=O)NS(=O)(=O)c2cccc(F)c2)CCN1C(=O)CCc1ccc(Cl)cc1Cl (stereo not drawn) | -3

# Bioassay records: PubChem BioAssay, National Center for Advancing Translational Sciences (NCATS)
